Bioassay records from PubChem.
MCF10A rerep – A quantitative high throughput screen for small molecules that induce DNA re-replication in MCF 10a normal breast cells. MCF 10A DNA re-replication, Hoechst nuclear intensity, 48 h. Potency, µM (doses to about 46.1 µM), for the others: at the highest dose activity, positive = re-replication, most hits filed as activators. 350,000 tested, 2.9% active. AID 624296, 2012; also: potency is read from the fitted curve at half-maximal effect; % of control where 0% means no effect; nearly all actives have a fitted effect of over 50% in size
Nrf2 ARE act – qHTS of Nrf2 Activators; AREc32 ARE-luciferase reporter (MCF7-derived line), luminescence, 24 h; Potency, µM (series often up to 46.1 µM), for inactives: at the highest dose activation, hits mostly activators; 410,000 tested, 0.31% active; also: potency is read from the fitted curve at half-maximal effect; % of control where 0% means no effect; nearly all actives have a fitted effect of over 65% in size
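Luciferase luminescence (Steady-Glo, 30 min at room temperature) served as the read-out of ARE activation in AREc32 cells treated with compounds for 24 hr at 37 deg C.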
IL-1B inflam inh – qHTS for Inhibitors of Inflammasome Signaling: IL-1-beta AlphaLISA Primary Screen; activity change, % at 57.5 µM; 360,000 tested, 4.7% active; THP-1 LPS/ATP IL-1B secretion, AlphaLISA, 16 h; hits give low values; in the data active = activity change below about -50%; inconclusive = mostly about -30% to -49%; also: % is scaled to controls: 0 for no effect and ±100 for the full control effect
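THP-1 cells pretreated 1 hr with compounds (up to 57.5 uM final), then stimulated with LPS (250 ng/mL final) plus ATP (1.25 mM final); secreted IL-1B measured by AlphaLISA after 16 hr, decreased signal indicating inhibition.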
Nrf2 inh – Nrf2 qHTS screen for inhibitors; A549 ARE-Fluc reporter, luciferase luminescence, 18-24 h; Potency, µM (doses to about 46 µM), for inactives: top-dose activity change, negative = inhibition, most hits filed as inhibitors; 360,000 tested, 2.1% active; AID 504444, 2011; also: potency is read from the fitted curve at half-maximal effect; % is scaled to controls: 0 for no effect and ±100 for the full control effect; nearly all actives have a fitted effect of over 60% in size
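Concentration-response testing used A549 ARE_Fluc cells at 5000 cells/well. Following an 18-24 h compound incubation, viability was read by fluorescence (Ex 405/Em 525) and luciferase output by luminescence.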
S2 tox – Viability Counterscreen for Primary qHTS for Inhibitors of ATXN expression | Potency, µM (top dose mostly 56.7 µM), usual class: cytotoxic | S2 cells (HEK-293 line with an ATXN2-luciferase reporter) viability, CellTiter-Fluor protease fluorescence, 24 h | AID 651635, 2014 | 400,000 tested, 0.49% active; also: potency is read from the fitted curve at half-maximal effect; nearly all actives have a fitted effect of over 40% in size
A549 tox – Nrf2 qHTS screen for inhibitors: counterscreen for cytotoxicity | A549 ARE-Fluc cells, CellTiter-Fluor viability, 18-24 h | Potency, µM (titrated, usually from 46 µM), inactives show top-dose activity change, negative = cytotoxicity, hits mostly inhibitors | 390,000 tested, 0.16% active | AID 504648, 2011; also: potency is read from the fitted curve at half-maximal effect; % is scaled to controls: 0 for no effect and ±100 for the full control effect
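A549 ARE-Fluc cells in 5% FBS OPTI-MEM, 5000 cells/well, rested 2 h then exposed to compounds in concentration-response for 18-24 h at 37 °C. Viability by CellTiter-Fluor fluorescence (Ex 405/Em 525) after 30 min; luciferase luminescence (BugLite, 15 min, RT) read afterwards.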
HepG2 tox – qHTS for Inhibitors of TGF-b: Cytotox Counterscreen | HepG2 CAGA-GFP viability, ATP luminescence, 18 h | Potency, µM (doses to about 46.1 µM), without a hit: at the top dose activity change, negative = cytotoxicity, most hits filed as cytotoxic | 410,000 tested, 0.76% active; also: potency is read from the fitted curve at half-maximal effect; some results filed as inactive show a strong effect at the top dose
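HepG2 CAGA-GFP cells (1000/well, DMEM with 1% FBS) received compound, then TGF-beta at 500 pg/mL final, and were incubated 18 hours at 37 degrees C. Viability was read by CellTiter-Glo luminescence. Media-only wells were set as complete cell-killing and DMSO as no toxicity.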
ATXN2 expr inh – Primary qHTS for Inhibitors of ATXN expression; HEK-293 ATXN2-luciferase reporter, luminescence, 24 h; Potency, µM (doses to about 57 µM), for inactives: at the highest dose activity change, negative = inhibition, actives largely listed as inhibitors; 360,000 tested, 0.72% active; AID 1745845, 2022; also: potency is read from the fitted curve at half-maximal effect; % is scaled to controls: 0 for no effect and ±100 for the full control effect; nearly all actives have a fitted effect of over 55% in size
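qHTS (up to 57 uM final) was run with 24 h compound exposure of reporter cells at 37 °C. Each well was multiplexed: SteadyGlo luminescence measured ATXN2-luciferase expression after a fluorogenic Gly-Phe-AFC viability readout (25 uM final).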
TGFb SMAD3 inh – qHTS for Inhibitors of TGF-b; 410,000 tested, 1.2% active; Potency, µM (top dose mostly 46.1 µM), without a hit: at the highest dose activity, negative = inhibition, most hits filed as inhibitors; HepG2 CAGA-GFP TGF-b/SMAD3 reporter, GFP fluorescence, 18 h; TGF-beta stimulated, 500 pg/mL final; AID 588855, 2011; also: potency is read from the fitted curve at half-maximal effect; % is scaled to controls: 0 for no effect and ±100 for the full control effect; nearly all actives have a fitted effect of over 65% in size
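HEPG2 CAGA-GFP reporter cells (1000/well, DMEM with 1% FBS) received compounds, then recombinant TGF-beta at 500 pg/mL final for 18 hours at 37 degrees C. Per-cell GFP summed per well was normalised to unstimulated and stimulated DMSO controls before curve fitting.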
The depositor's hits bear a star; i = inactive; u = inconclusive; x = not tested or not shown; & = joins results of further samples; [ ] = another dose, or the depositor's remark. Unless noted, calls follow the shape of the dose curve; as a rule, active = well fitted curve in the direction sought with a large enough effect; inconclusive = small, poorly fitted or top-dose-only effect, or another doubt; inactive = no such curve, though single readings can be large; an effect the other way counts as inactive or inconclusive.

SMILES	MCF10A rerep	Nrf2 ARE act	IL-1B inflam inh	Nrf2 inh	S2 tox	A549 tox	HepG2 tox	ATXN2 expr inh	TGFb SMAD3 inh
Cn1nc(C(C)(C)C)cc1NC(=O)C1(C)CCN1C(=O)CCc1ccccc1 (stereo unspecified)	x	-0.7%	-2.7	x	i	x	1.9%	-7.9%	-0.9%
Cc1ccc(CNS(=O)(=O)c2ccc(CN3C(=O)c4cccnc4C3=O)s2)o1	5.8%	-0.5%	3.1	3.6%	i	0.3%	-2.8%	6.8%	-3.0%
CCOc1cccc(-c2cc(C(=O)Nc3ccon3)c3ccccc3n2)c1	7.7%	5.9%	-11.4	u	i	-9.1%	-7.3%	-23.8%	1.8%
O=c1[nH]c(C2CCCN(S(=O)(=O)c3ccccc3)C2)nc2c1nnn2Cc1ccccc1 (stereo unspecified)	1.8%	0.3%	6.6	x	i	-8.7%	-3.7%	3.1%	-13.1%
CCN(CC)CCCNc1oc(-c2ccc(OC)cc2)nc1C#N	x	0.6%	x	x	x	11.9%	6.4%	x	-15.8%
CN(C)Cc1cc2ccccc2c2c1COC2	10.7%	0.4%	u	12.0%	i	2.7%	-17.5%	-6.8%	1.5%
O=C(NCC1CCCN(C(=O)c2cccc(C(F)(F)F)c2)C1)c1ccc(F)cc1 (stereo unspecified)	13.2%	0.3%	0.0	-22.7%	i	-17.7%	-3.7%	-1.7%	-17.7%
CN(Cc1ccccc1)S(=O)(=O)c1ccc(NS(C)(=O)=O)cc1	-3.9%	-1.1%	12.8	-1.3%	i	-5.6%	-13.9%	7.2%	-8.5%
CCc1ccc(-c2cn(-c3nc(C)cc(C)n3)c(=N)o2)cc1	23.1µM*	-1.2%	-59.3*	u	u	-12.4%	-117.9%	u	u
COc1ccc(C(=O)NCc2ccncc2)cc1OC	-4.2%	0.2%	0.0	u	i	-1.5%	1.1%	x	7.1%
NC(=O)C1=C[C@@H](c2ccc3c(c2)OCO3)C[C@@H](OCCCCO)O1	4.8%	2.8%	18.2	-3.1%	i	-4.5%	-3.1%	13.9%	-16.0%
O=C(Nc1ccc2c(c1)OCO2)C1CC(c2ccccc2O)=NO1 (stereo unspecified)	2.8%	3.1%	-15.6	u	i	-2.2%	4.9%	11.9%	14.7%
O=C(Nc1cccc(F)c1)C1CCCN(S(=O)(=O)c2ccc(-n3cnnn3)cc2)C1 (stereo unspecified)	16.6%	-0.4%	-21.1	-7.1%	i	12.7%	-14.2%	-1.0%	-21.2%
Cc1ccc(-c2cn3cc([N+](=O)[O-])ccc3n2)cc1	-5.9%	u	-10.7	u	i	4.5%	7.1%	u	-14.0%
COc1ccc(-c2csc(NC(=O)[C@H](C)N3C(=O)C4CC=CCC4C3=O)n2)cc1OC (stereo partly specified)	u	0.2%	-4.1	0.7%	u	-1.0%	-1.4%	-30.2%	-15.2%
O=S(=O)(c1ccccc1)N1CCN(Cc2ccccc2)CC1	10.7%	-0.1%	-15.6	9.2%&7.3%	i	-3.9%&3.4%	5.1%&-13.6%	-2.0%	16.2%&-14.5%
CCCC(=O)Nc1cccc(NC(=O)c2cccc([N+](=O)[O-])c2C)c1	11.3%	0.2%[9.22 µM]	0.0	-3.0%	i	2.5%	0.1%	-7.3%	-2.8%
Cc1onc(-c2c(F)cccc2Cl)c1C(=O)Nc1c(C)n(C)n(-c2ccccc2)c1=O	27.9%	-0.1%	14.2	2.2%	i	1.7%	1.3%	3.1%	3.4%
COc1ccc(CCN(Cc2cc3cc(C)ccc3[nH]c2=O)C(C)=O)cc1OC	-27.5%[9.22 µM]	-0.6%	-23.8	5.1%	x	-4.7%	1.6%	-8.1%	16.3%
Cn1ncc(N=Cc2c(O)ccc3ccccc23)c1C(=O)Nc1cccc(Cl)c1	11.0%	1.9%	18.5	1.1%	i	-6.6%	-0.5%	-3.8%	-0.2%
CC1(C)NC(=O)N(CCOc2cccc(Oc3ccccc3)c2)C1=O	1.3%	3.8%	19.9	u	i	-14.6%	-1.2%	20.4%	3.9%
COC(=O)c1cc(S(=O)(=O)NCCc2ccccc2)c[nH]1	3.9%	-0.7%	-8.1	2.5%	i	-5.1%	-0.4%	2.0%	4.8%
Cc1nc(NCCC(C)C)c2nnn(Cc3ccccc3)c2n1	3.2%	-0.1%	36.3	29.8%	i	22.2%	15.7%	18.9%	8.9%
CCOC(=O)c1ccc(NC(=O)CSc2nnc(-c3ccncc3)n2-c2ccccc2)cc1	x	-0.5%	x	x	i	-3.1%	-1.5%	7.6%	1.7%
Cc1nn(-c2ccccc2)c(Cl)c1/C=N/Nc1ccc(Cl)c(C(=O)O)c1	11.4%	-3.4%	55.1	u	i	-0.8%	-14.8%	-7.1%	-2.7%

Continuation.
SMILES	MCF10A rerep	Nrf2 ARE act	IL-1B inflam inh	Nrf2 inh	S2 tox	A549 tox	HepG2 tox	ATXN2 expr inh	TGFb SMAD3 inh
N=C1/C(=C\c2ccc(SCc3ccco3)o2)C(=O)N=C2SC=NN12	u	u	-6.4	u	i	u	-4.0%	24.4%	28.8%
CC1(C(=O)OCC(=O)Nc2ccc3ccccc3c2)CC1(Cl)Cl (stereo unspecified)	15.9%	-0.2%	-97.1*	u	i	-24.1%	16.2%	39.2%[activator]	u
Cc1c(Cl)cccc1NC(=S)NCc1ccc(F)cc1	4.4%	-0.9%	5.7	-4.5%	i	4.3%	-25.0%	-24.2%	0.5%
COc1ccc(NC(=O)CSc2nc3ccccc3c(=O)n2-c2ccc3c(c2)OCO3)c(OC)c1	-1.4%	-0.1%	35.4	-19.4%	i	0.0%	-0.4%	-4.0%	0.7%
O=C(O)CNC(=S)N(Cc1ccccc1)Cc1ccccc1F	-4.4%[9.22 µM]	-0.4%	7.5	6.4%	i	-0.6%	4.4%	4.1%	11.1%
Cc1csc(NC(=O)Cc2coc3cc(C)c(C(C)C)cc23)n1	u	0.1%	u	2.6%	i	-27.6%	-100.0%	-23.7%	u
Cn1ncc(C#N)c1/N=C/N1CCCCCC1	2.1%	-0.9%	-13.8	-16.7%	i	-4.0%	-13.0%	3.0%	-1.7%
COC(=O)c1ccc(C(=O)N2CCCC(C)(C(=O)NS(=O)(=O)C3CC3)C2)cc1 (stereo unspecified)	x	-0.2%	32.7	x	i	x	-8.9%	4.3%	-8.4%
O=C(Nc1ccc(Br)cc1F)c1ccncc1	2.0%	2.6%	u	12.8%	i	1.7%	1.4%	19.5%	9.1%
Cc1cc(C)cc(NS(=O)(=O)c2c(C)nc3scc(C)n3c2=O)c1	x	0.2%	x	-9.7%	i	2.1%	-6.2%	5.1%	1.3%
C=CCN(c1ccccc1OC)S(=O)(=O)c1cccc(C(=O)NCc2ccco2)c1	0.8%	-0.4%	55.3	-4.3%	i	-17.3%	6.8%	-1.2%	2.1%
Cc1ccc(CNC(=O)c2cccc(NC(=O)N3CCSc4ncccc43)c2)cc1	x	2.0%	x	x	i	0.4%	-12.4%	-4.8%	-5.4%
O=C1c2ccccc2C(=O)N1C(CO)C(O)c1ccc([N+](=O)[O-])cc1 (stereo unspecified)	-0.1%	0.2%	-1.9	10.0%	i	-2.9%	9.5%	-12.9%	0.7%
COc1ccc(C(=O)N(c2ccccc2)c2nccc3ccccc23)cc1OC	u	3.7%	0.0	0.6%	u	-0.9%	-1.1%	-3.0%	1.5%
O=C(c1cc(-c2ccc(Br)cc2)n[nH]1)N1CCN(S(=O)(=O)c2ccc(Br)cc2)CC1	x	3.4%	x	-9.1%	x	-1.3%	-2.4%	x	-16.8%
CN1C(=O)CON=C1c1cccc2ccccc12	x	0.3%	0.0	x	i	x	9.3%	14.2%	-8.1%
O=S(=O)(c1cccc2nonc12)N1CCN(c2ccccc2F)CC1	-3.7%	0.2%	20.1	-4.9%	i	-6.2%	10.1%	-19.7%[11.3 µM]	19.5%
Fc1cccc(-c2csc(-c3ccno3)n2)c1	-1.3%	u	0.0	-5.7%	i	-1.8%	0.9%	x	2.9%
CSc1ccc(CNCc2c(C(=O)O)c(C)n(Cc3ccc(F)cc3Cl)c2C)cc1	x	-0.2%	x	2.5%	u	1.1%	-32.6%	5.0%	-7.0%
Cc1ccc(C(=O)N2CCN(C(=O)N3CCOCC3)CC2)cc1	8.8%	-0.7%	3.2	4.9%	i	3.2%	-18.9%	-1.7%	26.9%
CCC1(CC)NC(=O)N(CC(=O)N2N=C(c3ccc(Cl)cc3)CC2c2ccco2)C1=O (stereo unspecified)	-1.4%	9.3%	0.0	2.9%	i	-1.7%	3.1%	x	u
CC(NS(=O)(=O)c1ccccc1)C(=O)NCc1ccco1 (stereo unspecified)	-6.6%	-0.2%	13.8	3.1%	i	-0.3%	2.5%	11.2%	-1.0%
CCOC(=O)CCc1c(C)nc2c(c(C)nn2-c2ccc(C)cc2)c1C	-14.1%	-0.9%&0.3%	18.8	8.0%&-6.0%	i	-8.8%&12.0%	-2.4%&-2.7%	0.0%	4.4%&0.8%
N#C/C(=C\c1cn(Cc2ccc(F)cc2)c2ccccc12)C(=O)NCc1ccco1	-1.5%	6.7%	16.3	-2.0%	i	12.0%	-47.1%	0.0%	u
COc1ccc(S(=O)(=O)N2CCN(CC(=O)Nc3c(C)n[nH]c3C)CC2)cc1OC	1.8%	-0.5%	-3.3	-12.2%	i	3.4%	-7.9%	-14.2%	12.2%
